Screens deposited in PubChem BioAssay by National Center for Advancing Translational Sciences (NCATS).
HCV inh = blocks hepatitis C virus | AID 651820 | Potency, µM (titrated, usually from 41.8 µM), without a hit: at the top dose activity change, negative = inhibition, usual class: inhibitors | hit rate 3.4% among 340,000 | Huh7.5.1 HCVcc-Cre infection, luciferase reporter, 44 h; also: potency is read from the fitted curve at half-maximal effect
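After 44 h co-culture of compound, cells and HCVcc-Cre (~0.5 moi), substrate is added for 15 min at room temperature and luciferase measured over 15 sec. Cells were seeded at 1,000/well and pre-cultured 4 h.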
AMA1 RON2 block = inhibitors of Plasmodium falciparum AMA1-RON2 interaction; AID 720542; AlphaScreen AMA1-biotinylated RON2 peptide binding; hit rate 0.2% among 360,000; Potency, µM (titrated, usually from 58.2 µM), for the others: top-dose activity change, negative = inhibition, actives largely listed as inhibitors;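 also: potency is read from the fitted curve at half-maximal effect; 0% = vehicle wells and -100% = peptide control; nearly all actives have a fitted effect of over 45% in size; some results filed as inactive show a strong effect at the top dose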
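AMA1 (3D7) with his tag at 25 nM final met compounds first, then biotinylated RON2 peptide at 25 nM; detection used donor plus acceptor beads, 10 µg/mL apiece, read by AlphaScreen after 30 min at room temperature.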
HCMV inh = blocks human cytomegalovirus replication; HFF cells, HCMV-luciferase reporter, 72 h; hits give low values; activity change, negative = inhibition, % at 57.5 µM; hit rate 4.5% among 410,000; in the data active = activity change below about -60%; inconclusive = no clear call, values can overlap the other calls; inactive = above about -39%
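Compounds were evaluated in HFFs infected with an HCMV luciferase reporter virus (MOI 1 PFU/cell). Luciferase in lysates collected 72 h post infection served as the replication measure.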
Giardia FBPA inh = blocks Giardia fructose-bisphosphate aldolase activity; purified Giardia FBPA; Potency, µM (series often up to 59.6 µM), for the others: at the top dose activity, negative = inhibition, actives largely listed as inhibitors; hit rate 0.71% among 290,000; AID 2451; also: potency is read from the fitted curve at half-maximal effect; nearly all actives have a fitted effect of over 55% in size
Target sequence (A8B2U2 whole entry, looked up): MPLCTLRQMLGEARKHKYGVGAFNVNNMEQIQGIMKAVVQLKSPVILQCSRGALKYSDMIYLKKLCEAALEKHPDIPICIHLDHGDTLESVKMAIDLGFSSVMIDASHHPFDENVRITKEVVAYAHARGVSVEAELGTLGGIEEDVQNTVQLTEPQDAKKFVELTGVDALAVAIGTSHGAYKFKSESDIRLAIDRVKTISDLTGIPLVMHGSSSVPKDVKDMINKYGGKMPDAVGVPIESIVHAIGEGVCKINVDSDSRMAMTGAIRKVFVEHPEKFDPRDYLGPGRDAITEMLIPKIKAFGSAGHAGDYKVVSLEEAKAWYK
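40 nM FBPA preincubated 10 min at RT with compound (up to 57.5 uM final), then substrate plus GAPDH/TPI/NAD/arsenate coupling and diaphorase/resazurin added. Fluorescence read after 20 min at RT, 525/598 nm.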
AmpC inh detg = blocks E. coli AmpC beta-lactamase in detergent assay; P00811; AID 485294; hit rate 0.041% among 370,000; Potency, µM (series often up to 114 µM), for the others: at the top dose activity change, negative = inhibition, hits mostly inhibitors; AmpC hydrolysis of nitrocefin, absorbance 480 nm, 0.01% Triton;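 also: potency is read from the fitted curve at half-maximal effect; 0% = no-compound wells and -100% = no-enzyme wells; nearly all actives have a fitted effect of over 25% in size; some results filed as inactive show a strong effect at the top dose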
Target sequence (P00811 whole entry, looked up): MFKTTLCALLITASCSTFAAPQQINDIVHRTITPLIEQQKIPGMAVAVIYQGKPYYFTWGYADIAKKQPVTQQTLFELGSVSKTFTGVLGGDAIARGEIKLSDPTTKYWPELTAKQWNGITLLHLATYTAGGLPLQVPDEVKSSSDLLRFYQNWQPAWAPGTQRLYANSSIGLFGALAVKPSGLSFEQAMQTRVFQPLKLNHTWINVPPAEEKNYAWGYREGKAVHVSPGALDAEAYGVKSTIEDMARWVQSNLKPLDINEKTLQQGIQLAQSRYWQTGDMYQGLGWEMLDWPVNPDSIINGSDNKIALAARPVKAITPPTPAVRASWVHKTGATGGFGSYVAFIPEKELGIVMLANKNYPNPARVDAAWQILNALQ
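AmpC (5.3 nM in the dispensed reagent) in 20 mM phosphate pH 7.0 with 0.01% (detergent screen) or 0.0001% Triton X-100 was preincubated with compounds for 15 min at room temperature. Nitrocefin was then added from an 800 uM solution, and hydrolysis was followed at 480 nm.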
Sm TGR inh = blocks Schistosoma mansoni thioredoxin glutathione reductase; hit rate 3% among 360,000; Potency, µM (top dose mostly 114 µM), for inactives: top-dose activity change, negative = inhibition, usual class: inhibitors; Q962Y6; purified TGR, DTNB reduction, TNB absorbance 405 nm; also: potency is read from the fitted curve at half-maximal effect; nearly all actives have a fitted effect of over 60% in size
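TGR 20 nM + NADPH 100 uM (dispensed conc.), cpd preinc 15 min RT; start with NADPH (500 uM addition) then DTNB (15 mM addition). Kinetic TNB absorbance, 405 nm filter. Four-parameter Hill fit across titration.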
Starred values were filed as active, the others as inactive; ? = inconclusive; · = not tested or not shown; & = joins results of further samples; [ ] = dose if it differs, or a comment. Unless noted, calls follow the shape of the dose curve; as a rule, active = well fitted curve in the direction sought with a large enough effect; inconclusive = small, poorly fitted or top-dose-only effect, or another doubt; inactive = no such curve, though single readings can be large; an effect the other way counts as inactive or inconclusive. Unless noted, % is scaled to controls: 0 for no effect and ±100 for the full control effect.

SMILES	HCV inh	AMA1 RON2 block	HCMV inh	Giardia FBPA inh	AmpC inh detg	Sm TGR inh
CCC(C)NC(=O)C(=O)NCc1ccccn1 (configuration not stated)	11%	19%	18	-6%	3%	·
O=C(O)CSCC(=O)N1CCN(c2nc3cc(Cl)ccc3s2)CC1	14%	-12%	-38	5%	0%	-13%
O=C1CCC[C@@H]2CC(N3CCCCC3)C[C@@H]3CCN1[C@H]23 (some centres not stated)	8%	8%	-36	0%[89.2 µM]	·	·
COCCCNC(=O)C[C@H]1C[C@H](C(=O)N(C(C)C)C(C)C)[C@@]2(C)c3[nH]c4cc(-c5ccco5)ccc4c3CCN2C1=O	-7%[8.37 µM]	0%	9	·	·	·
O=S(=O)(Nc1nc2ccccc2nc1-[n+]1ccccc1)c1ccc(Cl)cc1	6%	-10%	-34	-1%	-7%	-1%
CCOC(=O)CNC(=O)N1CCCC(Cc2ccccc2)(C(=O)OCC)C1 (configuration not stated)	3%	7%	-2	·	·	·
O=C(c1ccccc1)c1ccncc1	5%	-2%	27	-4%	9%	4%
Cc1ccccc1CS(=O)(=O)Cc1ccc(C(=O)NCc2ccccn2)o1	9%	98%[activator]	35	-1%	0%	13µM*
Cc1nn(-c2ccccc2)c(C)c1P(=O)(c1ccccc1)N(C)C (configuration not stated)	12%	-9%	67	0%	-10%	17%[11.4 µM]
Cc1c(C(=O)Nc2ccc(Cl)cc2)c2ccccn2c1C(=O)c1ccc(F)cc1	13%	-5%	20	5%	-3%	-2%
NS(=O)(=O)c1cccnc1Nc1c(Cl)cccc1Cl	16%	5%	-3	-25%	?	35%
Cc1cccc(-c2nc3ccccc3c(=O)n2NC(=O)c2ccc([N+](=O)[O-])c(C)c2)c1	26%	0%	-6	4%	?	-2%
O=C(OCn1nnc2ccccc2c1=O)c1cccs1	7%	-7%	29	5%	-12%	-3%
Cc1cc(C)cc(NC(=O)NCc2c(-n3cccc3)sc3c2CCCC3)c1	·	·	4	·	22%	7%
CCOC(=O)N1N=C(C)CC1(O)c1ccccc1 (configuration not stated)	7%	10%[2.32 µM]	-26	4%	-13%	-18%
O=C(c1ccc(N2CCCCC2)c([N+](=O)[O-])c1)N1CCN(S(=O)(=O)c2ccccc2)CC1	?	-24%	-19	·	-5%	-10%
Cc1nn(Cc2ccc(Br)cc2)c(C)c1NC(=O)c1nn(C)cc1Cl	-21%	-2%	7	11%	3%	4%
O=C(O)c1ccccc1Nc1ccnc(Cl)n1	9%	-5%	49	1%	0%	-4%
Cc1ccc(C)c2sc(NC(=O)c3ccc(S(=O)(=O)N4CCCC4)cc3)nc12	·	·	37	·	2%	1%
O=C(COc1ccc(S(=O)(=O)NC2CCCCC2)cc1)NCc1cccnc1	13%	-1%	74	1%	5%	5%
Cc1c(N2C(=O)CS/C2=N\N=C\c2ccc(Br)cc2)c(=O)n(-c2ccccc2)n1C	-6%	21%	-3	2%	0%	-1%
N#C/C(=C\c1cccs1)C(=O)N1CCOCC1	18%	10%	-29	2%	8%	7%
Cc1c(C(=O)N2CC[C@@H](N3CCC(O)CC3)[C@H](O)C2)[nH]c2ccc(Cl)cc12	?	-6%	-18	15%	0%	-12%
COc1ccc(C(=O)NCc2nnc(SCC(=O)N3CCc4ccccc43)n2Cc2ccccc2)cc1	-3%	-6%	-21	5%	1%	-12%
O=C(NNC1OC(CO)C(O)C(O)C1O)c1cccc(Br)c1 (configuration not stated)	29%	21%	10	-4%	4%	-1%

(cont.)
SMILES	HCV inh	AMA1 RON2 block	HCMV inh	Giardia FBPA inh	AmpC inh detg	Sm TGR inh
CCCCOc1ccc(/C(O)=C2/C(=O)C(=O)N(Cc3cccnc3)C2c2ccncc2)c(C)c1 (configuration not stated)	1%	3%	3	?	-12%	-29%
CCOC(=O)c1c(-n2c(C)cc(C=O)c2C)sc2c1CCCC2	?	-15%	-23	2%	1%	0%
COc1ccc(-c2[nH]nc3oc(=O)cc(C)c23)cc1	-4%	-13%	66	-2%	-4%	-34%
COC(=O)c1ccc(/C=N/NC(=O)CC(=O)NC(C)C)cc1	9%	20%	60	5%	-10%	2%
Cc1cc2cc(CN(Cc3ccco3)C(=S)NCC3CCCO3)c(=O)[nH]c2cc1C (configuration not stated)	-4%	-19%	2	-6%	?	-11%
O=C(Nc1ccc(C(=O)N2CCCCC2)cc1)c1ccccc1Br	-17%	-7%	-16	·	·	·
CC(C)C(=O)Nc1cc(S(=O)(=O)Nc2cccc(Cl)c2)ccc1Cl	-1%	-2%	-1	-2%	1%	-3%
CCOc1ccccc1-n1nnc(-c2nsc(NC(=O)c3ccc(C)cc3)n2)c1C	·	·	-75*	·	1%	10%
O=CN(Cc1ccccc1)c1cc([N+](=O)[O-])ccc1OCc1ccccc1	-25%	-3%	-24	·	·	·
Cc1ccc(S(=O)(=O)Nc2cc(C)cn(Cc3ccccc3)c2=O)cc1	-29%	29%	?	13µM*	-7%	?
COc1cc(-c2nc(CN(C)C(C)c3ccncn3)c(C)o2)ccc1F (configuration not stated)	-12%	26%	3	0%	-1%	32µM*
Cc1c(C(=O)Nc2ccc(C(=O)O)cc2)cnn1C	16%	-1%	2	-4%	-1%	9%
O=C1COc2ccc(C(=O)CCl)cc2N1	?	-4%	-10	-11%	-5%	3.5µM*
Cc1cccc(CNC(=O)Cn2c(-c3cccs3)cc3ccccc32)c1	·	·	6	·	-2%	-5%
CN(C(=O)CSc1nc2ccccc2c(=O)n1C)C1CCS(=O)(=O)C1 (configuration not stated)	6%	7%	-24	·	·	·
Cc1ccc(OCC(=O)Nc2ccc(NC(=O)c3ccccc3)cc2)cc1C	-23%	-12%	17	0%	-4%	-13%
CC(=O)NC1C(Oc2ccccc2C)OC(CO)C(O)C1O (configuration not stated)	12%	-6%	-38	4%	2%	3%[57.1 µM]
Cc1ccccc1NC(=O)C(C)OC(=O)CNS(=O)(=O)c1ccc(C#N)cc1 (configuration not stated)	16%	5%	-24	·	?	12%
COc1cccc(NC(=O)CCS(=O)(=O)c2ccc3c(c2)oc(=O)n3C)c1	-1%	-1%	6&-2	·	-8%&18%	-16%&-6%
Cc1ccc(NS(=O)(=O)c2c(C)nc3sccn3c2=O)c(Cl)c1	·	·	8	·	11%	3%
Nc1ccc(C(=O)N/N=C\C=C\c2ccc([N+](=O)[O-])cc2)cc1	-18%	42%[activator]	-20	-2%	?	0%
COc1ccccc1C(=O)NNC(=O)c1ccccc1Br	15%	37%[activator]	99	?	-24%	4%
CCOc1cc([N+](=O)[O-])cc2c1C(=O)Nc1ccccc1O2	?	-13%	58	6%	-2%	-2%
CC(=O)c1ccc(OCC(=O)Nc2ccc3nc(C)sc3c2)cc1	-11%	10%	-19	0%	6%	-4%
CC(=O)Nc1ccc(NC(=O)C(Cc2ccccc2)NC(=O)C2CCC(C)CC2)cc1 (configuration not stated)	1%	6%	25	1%	?	4%

Sorted by molar mass (high to low): 10 of the compounds above
SMILES	HCV inh	AMA1 RON2 block	HCMV inh	Giardia FBPA inh	AmpC inh detg	Sm TGR inh
CCCCOc1ccc(/C(O)=C2/C(=O)C(=O)N(Cc3cccnc3)C2c2ccncc2)c(C)c1 (configuration not stated)	1%	3%	3	?	-12%	-29%
O=C(Nc1ccc(C(=O)N2CCCCC2)cc1)c1ccccc1Br	-17%	-7%	-16	·	·	·
CN(C(=O)CSc1nc2ccccc2c(=O)n1C)C1CCS(=O)(=O)C1 (configuration not stated)	6%	7%	-24	·	·	·
Cc1ccc(S(=O)(=O)Nc2cc(C)cn(Cc3ccccc3)c2=O)cc1	-29%	29%	?	13µM*	-7%	?
O=CN(Cc1ccccc1)c1cc([N+](=O)[O-])ccc1OCc1ccccc1	-25%	-3%	-24	·	·	·
CC(=O)c1ccc(OCC(=O)Nc2ccc3nc(C)sc3c2)cc1	-11%	10%	-19	0%	6%	-4%
CCOC(=O)c1c(-n2c(C)cc(C=O)c2C)sc2c1CCCC2	?	-15%	-23	2%	1%	0%
CC(=O)NC1C(Oc2ccccc2C)OC(CO)C(O)C1O (configuration not stated)	12%	-6%	-38	4%	2%	3%[57.1 µM]
Nc1ccc(C(=O)N/N=C\C=C\c2ccc([N+](=O)[O-])cc2)cc1	-18%	42%[activator]	-20	-2%	?	0%
Cc1c(C(=O)Nc2ccc(C(=O)O)cc2)cnn1C	16%	-1%	2	-4%	-1%	9%

Other results
SMILES	HCV inh	AMA1 RON2 block	HCMV inh	Giardia FBPA inh	AmpC inh detg	Sm TGR inh
CC(C)c1ccccc1OCC(=O)NN1C(=O)c2ccccc2C1=O	5%	14%	-12	1%	1%	·
CCCc1cc(NCCCN2CCOCC2)n2c(nc3ccccc32)c1C#N	?	-1%	-60*	-2%	3%	3%
CCN(CC)CCOC(=O)c1ccc(NC(=O)c2nn(C)c3c2COc2ccccc2-3)cc1	·	·	-87*	·	16%	-4%
COCCn1cc(C(=O)c2cc(Br)ccc2O)cc(C#N)c1=O	-16%	-7%	-10	3%	3%	-33%
O=C(c1cnccn1)N1CCc2ccccc2C1	13%	-14%	-100*	5%	-4%	-4%
Cc1cccc(CNS(=O)(=O)c2ccc(-c3cnc(C4CC4)o3)cc2)c1	-8%	1%	-8&-34	·	8%&2%	-3%&-2%
N=c1c(C(=O)NCCN2CCOCC2)cc2c(=O)n3ccccc3nc2n1CCCN1CCOCC1	9%	52%[activator]	55	4%	-11%	-10%
O=[N+]([O-])/C=C/c1ccc2c(ccn2Cc2ccccc2)c1	?	-24%	-98*	5%	0%	?
COc1ccc(CC(=O)Nc2ccccc2C(=O)NCCc2ccccc2)cc1	?	-2%	47	15%	?	8%
O=[N+]([O-])c1ccc(/C=N/NS(=O)(=O)c2ccc(Cl)cc2)o1	7%	-2%	-10	2%	-3%	13µM*
O=[N+]([O-])c1cc(S(=O)(=O)Nc2ccccc2)ccc1N1CCN(c2ccc(O)cc2)CC1	14%	?	9	?	1%	-21%
CC(=O)C1=C(O)C(=O)N(Cc2ccccc2)C1c1ccc(N(C)C)cc1 (configuration not stated)	17%	-3%	-23	9%	?	-11%
O=C(Nc1ccc(S(=O)(=O)NC2=NCCCCC2)cc1)c1cccc(S(=O)(=O)N2CCOCC2)c1	-8%	1%	1	·	·	·
Cc1ccc2oc(=O)c3cc(C(=O)N4CCN(c5ccccc5)CC4)sc3c2c1	·	·	0	·	-1%	-2%
Cc1cccc([C@@H]2[C@@H]3C(=O)N(Cc4ccccc4)C(=O)[C@@H]3[C@]3(Cc4ccccc4)C(=O)N(c4ccc(C(F)(F)F)cc4)C(=O)N23)c1	5%	-10%	?	·	?	9%
CCC1=C(OC(=O)N(CC)CC)N2C(=O)OC(=NCC3CC3)[C@]2(Cc2ccccc2)[C@H]2C1=CC[C@H]1C(=O)N(CC(=O)OC)C(=O)[C@H]12	2%	-6%	10	-3%&-2%	1%	-11%
CC(=O)c1cnc(-c2cccc(Cl)c2)s1	-18%	-2%	-1	-1%	4%	2%
CCOc1ccc(NC(=O)CN(C)C(=O)c2c(-c3c(F)cccc3Cl)noc2C)cc1OCC	?	-19%	-17	·	?	-4%

Outcome played no part in choosing rows; about 9.3% have a hit in one of these screens.
